aSyn rescue: rescues yeast growth from alpha-synuclein toxicity. Yeast expressing alpha-synuclein, growth rescue, BacTiter-Glo, 24 h. Potency, µM (series often up to 46.1 µM), for inactives: at the top dose growth rescue (activation), actives largely listed as activators. actives 0.14% (n = 370,000); further: potency means the concentration at half of the fitted maximal effect; % of control where 0% means no effect; nearly all actives have a fitted effect of over 65% in size
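Screening used galactose-induced yeast with toxic alpha-synuclein levels, exposed to compound for 24 hr at 30 deg C. Cell growth, read with BacTiter-Glo luminescence, gave the measured signal.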
Abeta rescue: A-beta toxicity reversal in yeast. yeast expressing A-beta42, growth rescue, OD600, 48 h; response scale: 0% DMSO, 100% iron-clioquinol control. Potency, µM (titrated, usually from 46.1 µM), inactives show top-dose growth rescue, usual class: activators. actives 0.063% (n = 410,000). AID 1347071; further: potency means the concentration at half of the fitted maximal effect; nearly all actives have a fitted effect of over 55% in size
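Growth rescue measured by 600 nm absorbance after 48 h yeast culture at 30 C with compound. Values normalized between DMSO and an equimolar ferric chloride plus clioquinol control.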
TDP-43 yeast inh: TDP-43 toxicity inhibition in yeast | TDP-43 expressing yeast growth rescue, BacTiter-Glo, 24 h | Potency, µM (doses to about 46.1 µM), inactives show top-dose growth rescue (activation), actives largely listed as activators | actives 1.8% (n = 410,000) | AID 652104; further: potency means the concentration at half of the fitted maximal effect; % of control where 0% means no effect; nearly all actives have a fitted effect of over 50% in size
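Growth rescue of TDP-43-toxic yeast measured as ATP luminescence (BacTiter-Glo). Cells grown to mid-log in raffinose, induced in galactose at OD600=0.02, exposed to compound 24 hr at 30 deg C.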
FUS yeast rescue: suppressors of FUS proteinopathy in yeast. actives 0.24% (n = 390,000). Potency, µM (top dose mostly 76.6 µM), without a hit: at the top dose growth rescue (activation), actives largely listed as activators. S. cerevisiae FUS-expressing, growth rescue, OD600, 24 h;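 further: potency means the concentration at half of the fitted maximal effect; plate controls were DMSO vehicle for no effect and reference control for full effect; nearly all actives have a fitted effect of over 55% in size; some results filed as inactive show a strong effect at the top dose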
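Absorbance at 600 nm, taken 24hr after compound addition, measured rescue of FUS-yeast growth at 30C. Induction used 2% galactose with seeding at OD 0.005. Controls: CP55940 from 92uM final, DMSO only.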
DRD3 antagonist: blocks the human D3 dopamine receptor; D3R cells, DiscoveRx beta-arrestin luminescence, antagonist mode; stronger effect = lower value; max response, negative = inhibition, %; actives 2.5% (n = 360,000); AID 652054; in the data active means max response below about -50%; inconclusive means no clear call, values can overlap the other calls; further: on the % scale 0 is the no-effect control and ±100 the full control effect; mostly tested at two doses, the higher about 12 µM
Target sequence (P35462 whole entry, looked up): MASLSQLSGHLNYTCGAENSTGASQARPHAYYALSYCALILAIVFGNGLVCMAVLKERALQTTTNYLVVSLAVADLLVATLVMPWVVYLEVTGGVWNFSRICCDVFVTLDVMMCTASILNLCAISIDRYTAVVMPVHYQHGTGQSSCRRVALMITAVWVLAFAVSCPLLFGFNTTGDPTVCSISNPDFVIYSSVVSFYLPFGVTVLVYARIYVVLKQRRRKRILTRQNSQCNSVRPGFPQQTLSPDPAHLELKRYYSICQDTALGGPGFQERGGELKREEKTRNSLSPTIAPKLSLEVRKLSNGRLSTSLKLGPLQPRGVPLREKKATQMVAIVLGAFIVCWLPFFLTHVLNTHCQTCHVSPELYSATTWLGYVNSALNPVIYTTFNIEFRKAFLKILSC
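Cells expressing the human receptor were seeded at 1500 cells/well, incubated overnight at 37 degrees C in 5% CO2, then exposed to library compounds with dopamine controls for 90 minutes at 37 degrees C before luminescent detection.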
EPAC2 agonist: activates human EPAC2 exchange factor | Potency, µM (top dose mostly 154 µM), inactives show at the top dose activation, most hits filed as activators | actives 0.079% (n = 360,000) | AID 720711 | EPAC2 activation, biochemical qHTS; response scale: 100% = 6.5 mM cAMP response; further: potency means the concentration at half of the fitted maximal effect; nearly all actives have a fitted effect of over 50% in size
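qHTS, titration series. 100 nM EPAC2 / 250 nM Rap1B-BODIPY-GDP / 50 uM GDP; RT; ex 480/em 540 nm, 5-min reads to 30 min. Norm. to 6.5 mM cAMP = activation.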
EPAC2 antag: EPAC2 (human) antagonism; Potency, µM (doses to about 114 µM), without a hit: at the highest dose activity, negative = inhibition, most hits filed as inhibitors; actives 0.18% (n = 360,000); EPAC2 GEF exchange of Rap1B-BODIPY-GDP, fluorescence; Q8WZA2; AID 720708; further: potency means the concentration at half of the fitted maximal effect; on the % scale 0 is the no-effect control and ±100 the full control effect; nearly all actives have a fitted effect of over 45% in size; many of its hits are not listed in these tables
D3 ag: activates the human D3 dopamine receptor; P35462; D3R DiscoveRx beta-arrestin cells, luminescence, 90 min; actives 0.58% (n = 410,000); AID 652048; max activation, %; in the data active means max activation above about 30%; further: 0% is about no effect; mostly tested at two doses, the higher about 12 µM
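Cells at 1500/well, incubated overnight, then treated with pinned compounds (dopamine as control) for 90 min at 37 degrees C. DiscoveRx reagent added for 30 - 60 minutes at room temperature; luminescence read.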
Active calls of the source: *; ? = inconclusive; / = no result given; & = joins results of further samples; [ ] = remark or other dose. Unless noted, the call rests on the fitted dose curve; in most records, active means well fitted curve in the direction sought with a large enough effect; inconclusive means small, poorly fitted or top-dose-only effect, or another doubt; inactive means no such curve, though single readings can be large; an effect the other way counts as inactive or inconclusive. A portion of the library (hit frequency here may not be typical).

Labels used below – A = aSyn rescue; B = Abeta rescue; C = TDP-43 yeast inh; D = FUS yeast rescue; E = DRD3 antagonist; F = EPAC2 agonist; G = EPAC2 antag; H = D3 ag
CC1CCCN(S(=O)(=O)c2ccc(S(=O)(=O)N3CCCN(Cc4ccccc4)C3)cc2)C1 (stereo unspecified)
  A = -2%; B = 6%; C = -20%; D = 25%; E = -8; F = -9%; G = 8%; H = -3
Cc1nc2ccccc2nc1Nc1cccc(Cl)c1
  A = 13%; B = ?; C = 13µM*; D = 3%; E = 5; F = 17%; G = -5%; H = 1
CCC(Sc1ccccn1)C(=O)Nc1nnc(C)s1 (stereo unspecified)
  A = 13%; B = -9%; C = -2%; D = 11%; E = 0; F = 5%; G = -3%; H = 0
CC1CCN(CCCNC(=O)CN2C(=O)CSc3ccc(S(=O)(=O)N4CCCCC4)cc32)CC1
  A = -1%; B = 12%&-12%; C = 9%&8%; D = 2%&8%; E = -16; F = 6%; G = 6%; H = -15&-23
CCS(=O)(=O)c1ccccc1C(=O)Nc1ccc(-c2nc3ccccc3s2)cc1
  A = /; B = 5%; C = ?; D = 10%; E = /; F = /; G = /; H = 3
Cc1c(C(=O)OCC(=O)N2CCCC(C)C2)oc2ccccc12 (stereo unspecified)
  A = ?; B = -5%; C = -3%; D = 1%; E = 4; F = -2%; G = -10%; H = -1
O=C(CN1C(=O)CCS(=O)(=O)c2ccccc21)Nc1cccc(F)c1
  A = -1%; B = 13%; C = -3%; D = 27%; E = -14; F = 15%; G = -3%; H = -6
O=C(NCc1ccccn1)c1ccc(CNS(=O)(=O)c2cccc(C(F)(F)F)c2)cc1
  A = -1%; B = 15%; C = -14%; D = 53%; E = 0; F = 6%; G = -10%; H = 7
Cc1cc(NC(=O)CCN2CCN(Cc3ccccc3)CC2)ccc1Br
  A = 1%; B = 2%; C = 11%; D = 8%; E = -20; F = 7%; G = 2%; H = -36
COc1ccc(C(=O)NCCCc2nc3ccccc3n2Cc2cc(C)ccc2C)cc1OC
  A = 8%; B = 1%; C = 3%; D = 20%; E = 2; F = -13%; G = 1%; H = 3
COc1ccccc1C(=O)NC(=S)NC12CC3CC(CC(C3)C1)C2
  A = 2%; B = 8%; C = -3%; D = -4%; E = -2; F = 4%; G = 2%; H = -3
COc1ccc(NC(=O)C(NC(=O)C2CCC(C)CC2)C(C)C)cc1 (stereo unspecified)
  A = /; B = -2%; C = 0%; D = -17%; E = /; F = /; G = /; H = 6
Cc1cc(N2CCCCC2)n2nc(C)c(-c3ccccc3)c2n1
  A = -9%; B = 2%; C = 7%; D = 5%; E = 2; F = 23%; G = 6%; H = 9
O=C(CSc1nc2ccccc2c2nc(-c3ccccc3)nn12)Nc1ccc(Br)cc1
  A = /; B = -10%; C = 0%; D = -12%; E = /; F = /; G = /; H = -9
Cc1nnc(NC(=O)CCC(=O)N2CCC(C)CC2)s1
  A = 2%; B = -19%; C = -6%; D = -17%; E = -24; F = -7%; G = 20%; H = -23
CN(C)c1ccc(CNC(=O)C2CCCN(S(=O)(=O)c3ccc4c(ccn4C)c3)C2)cc1 (stereo unspecified)
  A = /; B = -10%; C = 0%; D = -5%; E = /; F = /; G = /; H = 4
Nc1c(-c2ccc(Cl)cc2)cnc2ncnn12
  A = 3%; B = 17%; C = ?; D = 13%; E = 24; F = -2%; G = 2%[57.1 µM]; H = 1
Cn1cccc1/C=N/NC(=O)c1cc2ccccc2cc1O
  A = -7%; B = -11%; C = 2%; D = 22%; E = -1; F = 0%; G = -2%; H = 1
CC(C)(C)C(=O)c1sc(Nc2ccccc2)nc1N
  A = 6%; B = 23%; C = ?; D = 15%; E = -18; F = 7%; G = -7%; H = -8
COc1ccccc1-c1cc2nc(NCCc3ccncc3)ccn2n1
  A = -9%; B = 8%; C = 17%; D = 8%; E = 7; F = -3%; G = 5%; H = 5
O=C1OCCC1Sc1nc2ccccc2c(=O)n1Cc1ccccc1 (stereo unspecified)
  A = 3%; B = 29%; C = -6%; D = 8%; E = 14; F = 1%; G = -13%; H = 8
COc1ccc(CCNC(=S)Nc2cc(C)ccc2C)cc1
  A = 2%; B = 11%; C = 4%; D = -8%; E = 6; F = -20%; G = -2%; H = -6
CC(=O)NC(CC(=O)OC(C)C(=O)Nc1ccc(Cl)cn1)c1ccccc1 (stereo unspecified)
  A = 1%; B = 6%; C = -9%; D = -8%; E = -8; F = 16%; G = 8%; H = -19
Cc1ccccc1OCCCC(=O)Nc1ccc2c(c1)OCO2
  A = 0%; B = 4%; C = 9%; D = 19%; E = -8; F = 15%; G = -9%; H = -3
COc1ccc(NC(=O)c2ccc3nccnc3c2)cc1
  A = -11%; B = -1%; C = 9%; D = -6%; E = 4; F = -9%; G = -2%; H = 0
CC(C)CC1NC(=O)N(CC(=O)N2CCCc3ccccc32)C1=O (stereo unspecified)
  A = 0%; B = -16%; C = -9%; D = 13%; E = 7; F = 8%; G = 7%; H = -2
Cc1sc(-n2cccc2)c(C(=O)O)c1C
  A = 11%; B = ?; C = 0%; D = 31%; E = 6; F = -5%; G = 9%; H = -1
CC1CCC2(CC1)NC(=S)N(c1ccccc1)N2 (stereo unspecified)
  A = 12%; B = 15%; C = 19%; D = 31%; E = 12; F = 1%; G = 0%; H = 5
COc1ccc(C(c2sc3nc(C)nn3c2O)N2CCc3ccccc3C2)cc1 (stereo unspecified)
  A = -1%; B = -1%; C = -10%; D = 8%; E = 0; F = 1%; G = -3%; H = -6
CCC(C)C(=O)N1c2ccccc2C(=C2SC(C(=O)OC)=C(C(=O)OC)S2)C(=S)C1(C)C (stereo unspecified)
  A = 14%; B = 13%; C = ?; D = ?; E = ?; F = 9%; G = -16%; H = -11
Nc1nnc(-c2ccc(Cl)cc2)s1
  A = -12%; B = -26%; C = 27%; D = 3%; E = -26; F = 5%; G = 9%; H = 9
CCOc1ccc(NC(=S)C(C#N)=C2N(C)c3ccccc3N2C)cc1
  A = 5%; B = -9%; C = 0%; D = -11%; E = 4; F = 4%; G = 0%; H = 1
O=C(NCCCN1CCOCC1)c1cc(-c2ccc(F)cc2)no1
  A = -18%; B = 2%; C = -17%; D = 21%; E = -1; F = 16%; G = 4%; H = 2
CCN(CC)C(=O)CSc1nnc([C@@H](N)Cc2ccccc2)o1
  A = -10%; B = -11%; C = 23%; D = /; E = -23; F = 3%; G = -9%; H = -9
COc1ccc(CN2CCNC(=O)C2CC(=O)NC2CCCC2)cc1OC (stereo unspecified)
  A = -5%; B = 1%; C = 0%; D = 14%; E = 0; F = 13%; G = -24%; H = -8
CN1C(C(=O)NCc2cccs2)=CC(c2ccc(F)cc2)=NS1(=O)=O
  A = 3%; B = -4%; C = 4%; D = 1%; E = 23; F = 11%; G = -10%; H = -8
O=C(O)CCCc1ccccc1
  A = -3%; B = -22%; C = -6%; D = -29%; E = 0; F = 3%; G = -1%; H = -10&10
CCCNC(=O)c1cc(S(=O)(=O)N2CCCCC2)c[nH]1
  A = -4%; B = -5%; C = 11%; D = -20%; E = 12; F = 12%; G = -2%; H = 3
CCOC(=O)N1CCC(N(C(=O)Nc2cccc(OC)c2)C(C)CC)CC1 (stereo unspecified)
  A = 1%; B = 1%; C = -7%; D = 20%; E = 9; F = 11%; G = -6%; H = -8
O=C1c2ccccc2C(=O)N1c1cccnc1
  A = -1%; B = -9%; C = 5%; D = 12%; E = -8; F = 7%; G = -3%; H = -2
CCn1c2c(c(=N)c3c1CCC3)CCCC2
  A = -2%; B = -2%; C = -9%; D = 9%; E = 58; F = 9%; G = 0%; H = -4
Cc1cc(C)c(NC(N)=S)c(C)c1
  A = -5%; B = 5%; C = 2%; D = 9%; E = 4; F = 8%; G = -12%; H = 1
Cc1c(N=Cc2cccs2)c(=O)n(-c2ccccc2)n1C
  A = 4%; B = -11%; C = -6%; D = 19%; E = 13; F = 6%; G = -2%; H = -7
CCOC(=O)C1=C(C)N[C@@]2(O)c3ccccc3C(=O)[C@@]12O
  A = -10%; B = -5%; C = 6%; D = -14%; E = 5; F = 4%; G = 14%; H = 0
COc1ccc(CNc2cccnc2Cl)cc1
  A = 5%; B = 1%; C = 13%; D = -12%; E = 10; F = 10%; G = -22%; H = 3

Complete entries from above:
Entry for CC(C)(C)C(=O)c1sc(Nc2ccccc2)nc1N → aSyn rescue: 6%; Abeta rescue: 23%; TDP-43 yeast inh: ?; FUS yeast rescue: 15%; DRD3 antagonist: -18; EPAC2 agonist: 7%; EPAC2 antag: -7%; D3 ag: -8
Entry for COc1ccc(NC(=O)C(NC(=O)C2CCC(C)CC2)C(C)C)cc1 (stereo unspecified) → aSyn rescue: /; Abeta rescue: -2%; TDP-43 yeast inh: 0%; FUS yeast rescue: -17%; DRD3 antagonist: /; EPAC2 agonist: /; EPAC2 antag: /; D3 ag: 6
Entry for O=C1OCCC1Sc1nc2ccccc2c(=O)n1Cc1ccccc1 (stereo unspecified) → aSyn rescue: 3%; Abeta rescue: 29%; TDP-43 yeast inh: -6%; FUS yeast rescue: 8%; DRD3 antagonist: 14; EPAC2 agonist: 1%; EPAC2 antag: -13%; D3 ag: 8

Going on with the list:
Labels used below – A = aSyn rescue; B = Abeta rescue; C = TDP-43 yeast inh; D = FUS yeast rescue; E = DRD3 antagonist; F = EPAC2 agonist; G = EPAC2 antag; H = D3 ag
Cc1ccc(S(=O)(=O)NC(=NC(C)C(=O)O)c2ccccc2)cc1 (stereo unspecified)
  A = -1%; B = 6%; C = -5%; D = -15%; E = 14; F = -4%; G = 4%; H = 5
CCOc1ccc(NC(=O)CSc2oc(-c3ccco3)nc2S(=O)(=O)c2ccc(C)cc2)cc1
  A = /; B = -12%; C = 9%; D = -3%; E = /; F = /; G = /; H = 9
c1ccc(N2CCN(Cc3cn4cccnc4n3)CC2)cc1
  A = -1%; B = -2%; C = 0%; D = -18%; E = -59*; F = 7%; G = 3%; H = 6
O=C(Nc1cccnc1)C1(F)C(F)(F)C(F)(F)C(F)(F)C(F)(F)C1(F)F
  A = 6%; B = 12%; C = 15%; D = 3%; E = 64; F = -43%[inhibitor]; G = -24%; H = 7
O=c1[nH]cnc2scc(-c3ccsc3)c12
  A = 2%; B = -2%; C = 20%; D = 6%; E = -14; F = 5%; G = -10%[57.1 µM]; H = 3
COC(=O)c1nc(N)sc1-c1ccc(Cl)c(Cl)c1
  A = 2%; B = -1%; C = 20%; D = -27%; E = 14; F = -4%; G = -2%; H = 1

Bioassay records as filed in PubChem BioAssay.
